Source: PubChem BioAssay
PAFAH1B3 FP inh: blocks human PAF acetylhydrolase 1B catalytic subunit 3; recombinant PAFAH1B3, FP-rhodamine probe, fluorescence polarization; inhibition, % at 3.39 µM; 340,000 compounds, 0.28% hits; Q15102; AID 492972;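 active = inhibition above the screen-wide average of all tested compounds plus 3 SD, cut at about 25% in these data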;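 also: 0% = enzyme with DMSO only and 100% = wells lacking PAFAH1B3 protein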
Target sequence (Q15102 whole entry, looked up): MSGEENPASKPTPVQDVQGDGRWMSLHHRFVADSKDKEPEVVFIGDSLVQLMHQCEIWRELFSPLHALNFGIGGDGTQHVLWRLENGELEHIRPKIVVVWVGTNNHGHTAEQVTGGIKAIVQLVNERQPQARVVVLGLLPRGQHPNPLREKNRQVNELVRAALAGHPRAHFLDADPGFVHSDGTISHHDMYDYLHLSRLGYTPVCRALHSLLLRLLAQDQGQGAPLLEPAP
PAFAH1B2 inh: PAFAH1B2 (human) inhibition; inhibition, % at 3.39 µM; 340,000 compounds, 1.2% hits; AID 492953; P68402; recombinant PAFAH1B2, FP-rhodamine activity probe, fluorescence polarization;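 active = inhibition above the mean of all tested compounds plus 3 SD, cut at about 24% in these data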;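 also: 0% = enzyme with DMSO and 100% = wells lacking PAFAH1B2; many of its hits are not listed in these tables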
Target sequence (P68402 whole entry, looked up): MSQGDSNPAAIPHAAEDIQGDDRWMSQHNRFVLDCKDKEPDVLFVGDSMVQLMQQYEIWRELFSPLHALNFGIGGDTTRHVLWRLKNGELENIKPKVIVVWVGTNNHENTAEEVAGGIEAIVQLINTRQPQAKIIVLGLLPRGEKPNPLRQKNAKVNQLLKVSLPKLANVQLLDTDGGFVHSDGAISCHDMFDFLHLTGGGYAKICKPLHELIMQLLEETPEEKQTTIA
PREPL inh: human PREPL enzyme inhibition; 320,000 compounds, 0.68% hits; AID 2751; recombinant PREPL, fluorescence polarization activity-based probe; inhibition, % at 5.96 µM; Q4J6C6; in the data active = inhibition above about 43%;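 also: 0% = enzyme with DMSO and 100% = wells lacking enzyme; many of its hits are not listed in these tables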
PAFAH2 inh: PAFAH2 (human) inhibition; Q99487; recombinant PAFAH2, FP-rhodamine activity probe, fluorescence polarization; inhibition, % at 3.39 µM; 340,000 compounds, 0.99% hits; AID 492956;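 active = inhibition above the mean over all tested compounds plus 3 SD, cut at about 30% in these data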;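 also: inhibitors block probe labeling of enzyme so polarization drops; 0% = enzyme with DMSO and 100% = wells lacking PAFAH2 protein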
pPAFAH inh: inhibitors of human plasma PAF acetylhydrolase (pPAFAH) | AID 463082 | recombinant pPAFAH, FP-rhodamine probe fluorescence polarization | Q13093 | 330,000 compounds, 1.5% hits | inhibition, % at 3.39 µM;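 active = inhibition above the mean inhibition across the screen plus 3 SD, cut at about 25% in these data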;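 also: inhibitors block binding of the rhodamine activity-based probe so polarization drops; 0% = enzyme with DMSO and 100% = wells lacking pPAFAH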
LYPLA2 inh: blocks human lysophospholipase 2, a PME1 counter-screen | inhibition, % at 5.9 µM | AID 2177 | O95372 | 320,000 compounds, 0.38% hits | recombinant LYPLA2, FP-Rh probe fluorescence polarization;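 active = inhibition above the screen-wide mean plus 3 SD, limit set per campaign, cut at about 26% in these data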;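 also: 0% = LYPLA2 with DMSO and 100% = wells lacking LYPLA2 enzyme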
Target sequence (O95372 whole entry, looked up): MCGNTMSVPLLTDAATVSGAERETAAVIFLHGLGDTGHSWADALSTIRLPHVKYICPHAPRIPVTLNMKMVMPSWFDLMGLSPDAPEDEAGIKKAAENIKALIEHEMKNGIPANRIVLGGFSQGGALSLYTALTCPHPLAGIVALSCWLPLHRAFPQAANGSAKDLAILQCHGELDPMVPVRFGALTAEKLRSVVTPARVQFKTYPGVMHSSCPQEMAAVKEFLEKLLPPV
GSTO1 inh: GSTO1 inhibition, counter-screen for RBBP9 inhibitors | P78417 | recombinant GSTO1, activity-based probe fluorescence polarization | 300,000 compounds, 1.1% hits | AID 1974 | inhibition, % at 5.96 µM;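 active = inhibition above the campaign mean inhibition plus 3 SD, cut at about 35% in these data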;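 also: 0% = GSTO1-1 with DMSO and 100% = wells lacking GSTO1-1 enzyme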
Target sequence (P78417 whole entry, looked up): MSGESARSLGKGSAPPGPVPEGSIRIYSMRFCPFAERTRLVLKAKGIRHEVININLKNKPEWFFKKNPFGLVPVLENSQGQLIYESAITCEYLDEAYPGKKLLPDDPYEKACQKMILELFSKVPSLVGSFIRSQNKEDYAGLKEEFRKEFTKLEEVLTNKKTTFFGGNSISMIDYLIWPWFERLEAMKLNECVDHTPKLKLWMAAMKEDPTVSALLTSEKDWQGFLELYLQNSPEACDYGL
PAD4 inh: PAD4 (human) enzyme inhibition. inhibition, % at 6.36 µM. Q9UM07. AID 485272. 330,000 compounds, 0.41% hits. recombinant PAD4, RCA probe fluorescence polarization;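 active = percent inhibition above a cutoff equal to the mean of all tested compounds plus 3 SD, cut at about 15% in these data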;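 also: 0% = PAD4 with RCA probe and DMSO and 100% = probe without PAD4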
LYPLA1 inh: LYPLA1 (human) inhibition in PME1 counter-screen; 320,000 compounds, 0.16% hits; O75608; recombinant LYPLA1, FP-Rh probe fluorescence polarization; inhibition, % at 5.9 µM;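 active = inhibition above the mean of all tested compounds plus 3 SD, set per campaign, cut at about 14% in these data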;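 also: inhibitors block serine hydrolase probe labeling of LYPLA1 so polarization falls; 0% = enzyme with DMSO and 100% = wells lacking LYPLA1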
The depositor's hits bear a star; nt = not tested or not shown.

SMILES	PAFAH1B3 FP inh	PAFAH1B2 inh	PREPL inh	PAFAH2 inh	pPAFAH inh	LYPLA2 inh	GSTO1 inh	PAD4 inh	LYPLA1 inh
CC(=O)Nc1cc(C(F)(F)F)ccc1OCCOc1ccccc1	4	3	5	-1	2	6	-3	-2	-1
O=C(CSc1ccc2nnc(CCNC(=O)c3ccccc3)n2n1)NCCc1ccccc1	4	2	0	-2	6	0	4	-1	-2
O=C(O)CCC(=O)OCCc1cc2ccccc2c(=O)o1	4	3	20	13	-1	nt	nt	-1	nt
NS(=O)(=O)c1ccc(N/N=C/C=C/c2ccccc2[N+](=O)[O-])cc1	1	10	15	3	11	3	4	-2	4
O=C(CCCN1C(=O)/C(=C/c2ccccc2)SC1=S)Nc1ccc(C(=O)O)c(O)c1	5	11	20	7	10	16	25	12	7
CCN(C(=O)Cc1c(C(=O)O)n(C)c2ccccc12)c1cccc(C)c1	9	10	-13	4	2	7	4	-1	4
COc1ccccc1OC(C)C(=O)O (stereo unspecified)	3	-2	2	-5	-2	1	-2	2	0
O=C(O)c1c2c(nc3ccc(S(=O)(=O)N4CCC(C(=O)NC5CCCC5)CC4)cc13)CCCCC2	9	11	7	6	-1	2	-3	0	2
O=C(CCC1CCCC1)N1CCN(C(=O)c2cccnc2)CC1	1	0	-7	4	0	2	1	-2	0
O=C(NN=C1CCCCCCCCCCC1)c1cccc(S(=O)(=O)N2CCOCC2)c1	1	8	5	-5	1	0	0	4	-1
O=C(CN1CCN(C(c2ccccc2)c2ccccc2)CC1)NCc1ccccc1	2	7	2	2	4	6	-3	5	4
CC(C)CNC(=O)c1ccccc1NC(=O)CN(c1ccccc1)S(=O)(=O)N(C)C	4	-3	-7	1	-1	-3	1	-4	3
C=C(C)n1c(=O)n(Cc2ccc(C)cc2)c2ccccc21	7	5	5	4	7	-7	-2	-3	1
C#CCOCCOCCOCCNc1nc(N2CCN(C(=O)CCCCCCCCCCNC(=O)[C@H](CO)n3cc(CCCCCN)nn3)CC2)nc(N2CCN(C(=O)CCCCCCCCCCNC(=O)[C@H](CCCN=C(N)N)n3cc(C[C@@H](C)CC)nn3)CC2)n1	nt	nt	64*	nt	-4	-13	-9	-12	-7
CCc1nc(N2CCN(Cc3ccc4c(c3)OCO4)CC2)c2oc3ccccc3c2n1	-1	5	-16	-1	-1	-6	-4	0	-6
COc1ccc2c(C)cc(SC3CCOC3=O)nc2c1 (stereo unspecified)	-4	3	-2	-2	3	0	-9	-4	2
CCCc1cc(=O)[nH]c(SCC(=O)NC2CCCCCCC2)n1	4	17	8	5	3	nt	nt	5	nt
S=c1[nH]nc(-c2ccncc2)n1/N=C/c1ccccc1	2	-2	-2	4	3	3	1	-1	1
O=C(c1ccc(OC2CCN(C(=O)C3CC3)CC2)cc1)N(CCO)Cc1ccccc1	4	1	-16	-6	1	-1	4	0	0
O=C(NNC(=S)NCC1CCCO1)c1cc(Br)ccc1Cl (stereo unspecified)	-1	2	1	1	7	2	6	-5	0
O=C(CN(Cc1ccc2c(c1)OCO2)C(=O)c1cnsn1)NC1CCCC1	-3	5	1	10	-2	7	0	5	0
CCC(=O)Nc1ccc(N2CCN(C(=O)c3cccs3)CC2)cc1	2	2	6	3	0	1	2	-5	-2
O=C(CCc1nc2ccccc2c(=O)[nH]1)Nc1cc(Cl)ccc1N1CCCCC1	-4	-2	15	-1	10	-8	nt	-9	-7
O=C(N/N=C/c1ccccc1OCc1ccccc1)c1cccnc1	2	0	-19	-6	5	9	2	-1	-1
CCOC(=O)N1CCc2c(sc(NC(=O)CN3CCN(C)CC3)c2C(=O)Nc2ccccc2)C1	1	-3	4	-2	1	1	-5	0	-2
O=C(Nc1ccc(N2CCOCC2)c(Cl)c1)c1ccco1	-1	-2	0	-2	6	1	-4	-3	1
Cc1ccc(S(=O)(=O)NCC(=O)N2CCc3ccccc3C2)cc1	8	8	-71	8	8	-1	-2	-4	2
COC(=O)CCC(=O)Nc1cccc(Cl)c1	2	-2	21	-1	1	1	4	6	1
N#C/C(=C/c1cccn1-c1cccc(C(=O)O)c1)c1ccc(Cl)cc1	5	12	7	6	14	-3	-41	3	-2
Cc1cccc(CSCc2nnc(N)s2)c1	1	3	-8	6	5	6	-7	-3	-1

15 of the compounds above, with two lines to a compound.
The line under a structure holds: PAFAH1B3 FP inh, PAFAH1B2 inh, PREPL inh, PAFAH2 inh, pPAFAH inh, LYPLA2 inh, GSTO1 inh, PAD4 inh, LYPLA1 inh
COc1ccc2c(C)cc(SC3CCOC3=O)nc2c1 (stereo unspecified)
→ -4, 3, -2, -2, 3, 0, -9, -4, 2
CCCc1cc(=O)[nH]c(SCC(=O)NC2CCCCCCC2)n1
→ 4, 17, 8, 5, 3, nt, nt, 5, nt
S=c1[nH]nc(-c2ccncc2)n1/N=C/c1ccccc1
→ 2, -2, -2, 4, 3, 3, 1, -1, 1
O=C(c1ccc(OC2CCN(C(=O)C3CC3)CC2)cc1)N(CCO)Cc1ccccc1
→ 4, 1, -16, -6, 1, -1, 4, 0, 0
O=C(NNC(=S)NCC1CCCO1)c1cc(Br)ccc1Cl (stereo unspecified)
→ -1, 2, 1, 1, 7, 2, 6, -5, 0
O=C(CN(Cc1ccc2c(c1)OCO2)C(=O)c1cnsn1)NC1CCCC1
→ -3, 5, 1, 10, -2, 7, 0, 5, 0
CCC(=O)Nc1ccc(N2CCN(C(=O)c3cccs3)CC2)cc1
→ 2, 2, 6, 3, 0, 1, 2, -5, -2
O=C(CCc1nc2ccccc2c(=O)[nH]1)Nc1cc(Cl)ccc1N1CCCCC1
→ -4, -2, 15, -1, 10, -8, nt, -9, -7
O=C(N/N=C/c1ccccc1OCc1ccccc1)c1cccnc1
→ 2, 0, -19, -6, 5, 9, 2, -1, -1
CCOC(=O)N1CCc2c(sc(NC(=O)CN3CCN(C)CC3)c2C(=O)Nc2ccccc2)C1
→ 1, -3, 4, -2, 1, 1, -5, 0, -2
O=C(Nc1ccc(N2CCOCC2)c(Cl)c1)c1ccco1
→ -1, -2, 0, -2, 6, 1, -4, -3, 1
Cc1ccc(S(=O)(=O)NCC(=O)N2CCc3ccccc3C2)cc1
→ 8, 8, -71, 8, 8, -1, -2, -4, 2
COC(=O)CCC(=O)Nc1cccc(Cl)c1
→ 2, -2, 21, -1, 1, 1, 4, 6, 1
N#C/C(=C/c1cccn1-c1cccc(C(=O)O)c1)c1ccc(Cl)cc1
→ 5, 12, 7, 6, 14, -3, -41, 3, -2
Cc1cccc(CSCc2nnc(N)s2)c1
→ 1, 3, -8, 6, 5, 6, -7, -3, -1

The listing picks up with the 2 entries that preceded the break.
SMILES	PAFAH1B3 FP inh	PAFAH1B2 inh	PREPL inh	PAFAH2 inh	pPAFAH inh	LYPLA2 inh	GSTO1 inh	PAD4 inh	LYPLA1 inh
N#C/C(=C/c1cccn1-c1cccc(C(=O)O)c1)c1ccc(Cl)cc1	5	12	7	6	14	-3	-41	3	-2
Cc1cccc(CSCc2nnc(N)s2)c1	1	3	-8	6	5	6	-7	-3	-1
O=c1cc(-c2ccccc2)nc2cc(-c3ccc(Br)cc3)[nH]n12	18	8	13	3	3	-3	-3	-4	-3
CCn1c(CNC(=O)c2ccco2)nnc1SCC(=O)Nc1cc(C)c(C)cc1Br	6	1	-2	3	2	8	3	-1	1
Cc1cc(NC(=O)c2ccc(C#N)cc2)n(-c2ccccc2)n1	-7	-1	-6	-4	1	3	-2	0	1
CC(NC(=O)C1CCN(S(=O)(=O)c2cc([N+](=O)[O-])ccc2Cl)CC1)c1ccccc1 (stereo unspecified)	2	4	14	5	-6	1	8	-2	1
O=C(Nc1ccccc1)C1(c2ccccc2)CC1(Cl)Cl (stereo unspecified)	-6	17	-1	-1	-8	1	0	-5	-9
COc1ccc(-n2c(C)cc(/C=C3\C(=O)NN(c4ccccc4)C3=O)c2C)cc1	-3	9	11	20	11	1	-6	-3	-3
Cc1ccc(CNC(=O)c2ccc(N3CCC4(CC3)CC(c3ccccc3)=NO4)c(NC(=O)c3ccc(Br)cc3)c2)cc1	-18	-7	0	-15	-9	-9	-13	-6	-3
COc1cccc(C2C(C(=O)c3cc4ccccc4o3)=C(O)C(=O)N2c2cc(C)on2)c1OC (stereo unspecified)	6	2	7	36*	5	3	-13	-6	0
Cn1c(=O)c2c(ncn2CCC(=O)N/N=C/c2ccncc2)n(C)c1=O	3	3	-1	1	3	3	5	-2	-1
Cc1ccc(NC(=O)C2=NNC(=O)CC2)cc1F	-2	1	10	5	2	-1	3	2	-2
COc1cc(/C=C/C(=O)c2ccc(Cl)s2)cc(OC)c1O	6	4	10	3	6	3	13	1	8
Cc1ccc2cc(C)c(NCCO)nc2c1	0	0	-7	-5	0	2	-7	-2	1
Cc1noc(NS(=O)(=O)c2ccc(N/C=C\C(=O)c3ccc(Br)cc3)cc2)c1C	10	13	11	12	5	8	8	-2	16*
Cc1cc2nc(CCN(C(=S)NCC(C)C)C3CCCC3)[nH]c2cc1C	1	1	21	0	3	-8	-10	3	-8
CS(=O)(=O)n1nc(-c2ccc(Cl)cc2)nc1SCc1ccccc1	3	3	-7	1	-2	-12	-9	3	-4
Cn1c(=O)c2c(nc(N/N=C/c3cccnc3)n2Cc2ccc(F)cc2)n(C)c1=O	3	6	4	2	2	-3	-3	3	-3
O=C(c1cc(C(=O)N2CCN(c3ccc(F)cc3)CC2)cc([N+](=O)[O-])c1)N1CCN(c2ccc(F)cc2)CC1	1	-1	43*	2	5	6	2	2	1
CCOc1ccc(COC(=O)C2CC(=O)N(CCc3ccccc3)C2)cc1OC (stereo unspecified)	1	1	-1	-1	-1	1	nt	3	0
COC(=O)c1cc(NC(=O)Nc2cc(OC)ccc2OC)cc(C(=O)OC)c1	1	2	-4	-3	4	-4	1	-2	1
CCOc1ccc(CN(C(=O)c2cc3ccccc3oc2=O)C2CCS(=O)(=O)C2)cc1 (stereo unspecified)	-2	5	-4	1	2	2	10	2	3
N#Cc1c(-c2ccc(Br)cc2)nc2n(c1=O)CCCS2	10	-7	7	-6	-1	-1	-10	-5	0
COc1cc(NC(=S)N2CCOCC2)c(OC)cc1Cl	nt	nt	19	nt	5	-7	-9	2	0
CC(C)CN(C(=O)c1ccc(=O)n(C)n1)c1nc2ccccc2s1	18	-2	1	5	6	-4	2	-2	1
c1ccc2c(OCCCCN3CCOCC3)cccc2c1	13	4	12	4	6	-2	-2	-3	-1
O=c1nc(NCc2ccccc2Cl)cn[nH]1	-4	4	7	10	-7	-1	0	-3	-2
O=[N+]([O-])c1cccnc1Sc1n[nH]c(-c2ccc(Cl)cc2)n1	8	2	3	3	5	-1	-5	4	-2
CCCCCCCCCCCCN1[C@@H](CC(=O)OC)c2cc(F)cc(F)c2S1(=O)=O	-1	3	3	-2	6	4	2	-2	2
Cc1cc(=O)oc(C)c1C(=O)Nc1cccc(F)c1	1	2	16	-2	-3	-1	-9	-1	2
CCOC(=O)C1CCCN(Cc2cc(OC)c(O)c(OC)c2)C1 (stereo unspecified)	-2	0	11	-4	0	6	10	-2	-1
CCOC(=O)C(NC(C)=O)(Nc1ccc(S(=O)(=O)Nc2nccs2)cc1)C(F)(F)F (stereo unspecified)	1	5	-3	7	2	7	-1	-1	1
c1ccc2c(Nc3nc(N4CCOCC4)c4ccccc4n3)cccc2c1	5	10	53*	9	2	-4	5	-2	-5

An excerpt; the hit share may differ from the screen's.
